Screens as filed in PubChem BioAssay.
H9c2 TAG inh – reduces triacylglycerol accumulation in H9c2 cells. hit rate 0.66% among 230,000. inhibition, % at 12.5 µM. Nile Red lipid (TAG) fluorescence; cells loaded with 200 µM oleic acid. AID 651582;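 active = pattern-corrected inhibition of lipid staining of at least 50% with the nuclear-stain viability signal not falling by more than 50%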;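 also: 0% = DMSO wells and 100% = triacsin C control wells; some results filed as inactive read as strong as hits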
H9c2 TAG inh DAPI viability – also measured in H9c2 TAG inh; calls as there; DAPI nuclei signal change (viability), lower = more cytotoxic, %;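 whole-well DAPI fluorescence read on a plate reader as a viability signal; minus 50 percent equals half of cells still viable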
The depositor's hits bear a star; & = joins results of further samples.

A first look, 2 compounds:
SMILES	H9c2 TAG inh	H9c2 TAG inh DAPI viability
CC1CCN(c2nc(-c3ccco3)c3c(c2C#N)CC(C)(C)OC3)CC1	4	-2
O=[N+]([O-])c1ccc(N2CCCCC2)cn1	1	-10

All compounds of this part (from the top)
SMILES	H9c2 TAG inh	H9c2 TAG inh DAPI viability
CC1CCN(c2nc(-c3ccco3)c3c(c2C#N)CC(C)(C)OC3)CC1	4	-2
O=[N+]([O-])c1ccc(N2CCCCC2)cn1	1	-10
CCC(CC)C(=O)N(C)c1c(C)nc2c(OCC=C(C)C)cccn12	7	-9
CC(Sc1ncnc2ccccc12)C(=O)Nc1ccc2c(c1)OCO2 (stereo unspecified)	14	0
CC(C)n1ncc(C(N)=O)c1N	-6	-4
CCN(CCN(C)C)C(=O)c1ccc2c(c1NCCO)C(=O)c1ccccc1C2=O	11	9
O=[N+]([O-])c1cc(F)cc(F)c1Nc1cc(F)cc(F)c1	22	-3
O=[N+]([O-])c1cccc(CP(=O)(c2ccccc2)c2ccccc2)c1	-24	6
Cc1c(C(=O)Nc2ccc3nc(N4CCOCC4)sc3c2)oc2ccccc12	49	7
Cc1ccc(C(=O)NCC(=O)OCC(=O)c2ccc(Br)s2)cc1	-11	4
O=[N+]([O-])c1ccc(NS(=O)(=O)c2ccccc2)c(Cl)c1	13	7
CC(=O)N1CCN(C(=O)CCc2nnc(CCCCc3ccccc3)o2)CC1	2	0
CC(=O)c1ccc(OCC(=O)N2CCN(S(=O)(=O)c3ccc(C)cc3C)CC2)cc1	10	-1
COc1ccc(OC(C)C(=O)Nc2ccc(F)cc2F)cc1 (stereo unspecified)	-3	3
CCN(CC)CCn1c2c(c(SCC(=O)Nc3ccc(C)c(F)c3)nc1=O)CCCC2	53*	-31*
Cc1cccc(NC(=S)NCCSc2ccc(Cl)cc2)c1	-36	6
CCCc1nc(SCC(=O)N2CCCC2)c2c(=O)n(C)c(=O)n(C)c2n1	-11	3
Cc1cc(C)n(CC(=O)NNC(=O)CC(C)c2ccccc2)n1 (stereo unspecified)	-5	1
CC(=O)Nc1ccc(Nc2ncc([N+](=O)[O-])c(Nc3ccc(NC(C)=O)cc3)n2)cc1	9	-10
CN(C)CCNC(=O)c1cccc(-c2cnc3c(NC=O)cc(/C=C/c4ccccc4)cn23)c1	22	35
COc1ccccc1NC(=S)N1CCN(Cc2ccccc2)CC1	-28	-10
CCCCSc1nc(C)c(CC(=O)O)c(=O)[nH]1	-19	0
CC(C)C(C)NC(=O)COc1ncnc2ccccc12 (stereo unspecified)	-6	-2
NC(CCc1ccccc1)c1csc(Nc2ccc(C(F)(F)F)cn2)n1 (stereo unspecified)	-14	10
CC(NC(=O)C(=O)NN=C1CCCCCCCCCCC1)c1ccccc1 (stereo unspecified)	2	14
Cc1[nH]nc(N)c1-c1ccc(Cl)cc1	6	4
N/C(=N\OC(=O)COc1ccccc1)c1cccnc1	-11	13
Cc1cc(NC(=O)CCC(=O)N(Cc2cccs2)C(C(=O)NC2CCCC2)c2ccccc2)no1 (stereo unspecified)	33	-3
Cc1cc(C)nc(N2CCCC(C(=O)NCc3ccc4c(c3)OCO4)C2)n1 (stereo unspecified)	-10	7
O=C1CCCN1CCCNS(=O)(=O)c1cccc(F)c1	-20	-7
COc1ccc([C@@H]2C[C@@H](c3ccccc3)Oc3cc(OC)cc(OC)c32)cc1	-40	2
CN(Cc1ccccc1)C(=O)c1ccc(NC(=O)Cc2cccc(NC(=O)C3CCCN(C(=O)C4CCC4)C3)c2)cc1 (stereo unspecified)	21	3
Cc1cc(C)cc(NC(=S)N2CCCC2)c1	-34	1
COC(=O)C1=CO[C@@H](O[C@@H]2O[C@H](CO)[C@@H](O)[C@H](O)[C@H]2O)[C@H]2[C@@H]1C(=O)C[C@@H]2C	17	-1
C[n+]1cccc(C(=O)O)c1	-8	-6
O=C(Nc1cccc2ccccc12)ON=C1CCCCC1	7	3
O=C(CSc1nnc(-c2ccccc2F)o1)NC(=O)Cc1ccccc1	-9	1
COc1ccc(-n2nnnc2SCC(=O)NC(=O)Nc2ccc3c(c2)OCCO3)cc1	-25	16
CCN(CC)CCOc1c(C)cccc1Cl	-3	-4
Cc1cc(=O)oc2cc(OCCCN3C(=O)c4ccccc4C3=O)ccc12	7	-1
Cc1cc(C)c(C(O)c2ncc(-c3ccccc3C)[nH]2)c(C)c1 (stereo unspecified)	-9	-1
COc1ccccc1NC(=S)NC(C)C(c1cccs1)N1CCOCC1 (stereo unspecified)	-16	3
O=C(Nc1ccccc1)Nc1nnc(COc2ccccc2F)s1	11	-3
c1ccc(OCCNc2ccn3nc(-c4ccc(OCCN5CCOCC5)cc4)cc3n2)cc1	20	40
CCc1nc2ccc(C(=O)NCc3ccccc3OC)cn2c1N(C)C(=O)Cc1ccccc1	6	-1
CC1=CC2=NC(=O)/C(=C\c3cn(C)c4ccccc34)C(=N)N2O1	-10	-1
COc1ccc(C(CNC(=O)COc2ccc(-c3ccccc3)cc2)N2CCOCC2)cc1 (stereo unspecified)	0	-4
O=C(CSc1nnc(SCc2ccc(Cl)cc2)s1)N/N=C/c1ccc(C(=O)O)cc1	-12	-1
COc1cc(C(=O)NCCOc2ccc(C)c(C)c2)cc(OC)c1OC	-10	3
O=C(CCc1nc2ccccc2c(=O)[nH]1)Nc1ccccc1N1CCCC1	3	-4
O=C1OC(C(=O)NCc2ccccc2)Cc2ccccc21 (stereo unspecified)	10	-12
CSc1ccccc1NC(=O)CSc1n[nH]c(C)c1[N+](=O)[O-]	2	-1
CCOc1ccccc1CNS(=O)(=O)c1ccc2[nH]c(=O)sc2c1	8	-12
CN1CCN(C(=S)NC(=O)c2ccc(S(=O)(=O)N3CCOCC3)cc2)CC1	5	-3
CCC(CC)c1nnc(NC(=O)C23CC4CC(CC(NC(C)=O)(C4)C2)C3)s1	-2	2
CCOc1ccc(-n2c(Cc3ccccc3)nnc2SCc2c(C)noc2C)cc1	1	-5
O=C(NCc1cc(C(F)(F)F)cc(C(F)(F)F)c1)c1cc(-c2cc(F)ccc2OCC2CCCO2)n[nH]1 (stereo unspecified)	-2	13
NC(=N\N=CCc1ccccc1)/C(N)=N/N=CCc1ccccc1	-9	3
Cc1cc(C)cc(C(O)c2ncc(-c3ccc(C(F)(F)F)cc3)[nH]2)c1 (stereo unspecified)	-8	7
Cc1ccc(NC(=O)CCC(=O)N2CCC(c3ccccc3)=N2)cc1S(=O)(=O)N1CCCCC1	-5	-8
New compounds follow.
SMILES	H9c2 TAG inh	H9c2 TAG inh DAPI viability
CSc1nc2ccccc2cc1/C=C(\C#N)c1ccc(Cl)cc1Cl	-29	6
CNC(=O)CSc1nnc(-c2ccccn2)n1Cc1ccco1	-14	2
CC1CCc2c(sc(NC(=O)c3noc4c3CCCC4)c2C(N)=O)C1 (stereo unspecified)	-3	3
Cc1cccc(OC(C)C(=O)Nc2nccs2)c1 (stereo unspecified)	-24	3
O=C(Cn1nnc(-c2ccccc2)n1)NNC(=O)c1ccco1	4	-3
Cc1ccc(NC(=S)N(CCCN2CCC(C)CC2)Cc2ccco2)cc1	3	0
Cc1ccc(S(=O)(=O)N2CCCCC2)cc1C(=O)Nc1ccc2cn[nH]c2c1	9	-1
O=C(CCNS(=O)(=O)c1ccc(Cl)cc1)OCC(=O)c1ccc[nH]1	-3	3
O=C(Nc1cccc(O)c1)c1cc(S(=O)(=O)N2CCCC2)ccc1Cl	2	-19
COC(=O)C1=C(C)OC(N)=C(C#N)C1c1ccsc1 (stereo unspecified)	-11	2
O=C(Cc1cccs1)NCc1cn2ccccc2n1	-3	-11
Cn1c(=O)n(C)c2cc(/C=N/NC(=O)c3cccc(Br)c3)ccc21	3	0
COC(=O)c1ccccc1NC(=O)CSc1n[nH]c(C)n1	4	9
OC(CN(c1ccccc1)c1ccccc1)Cn1cnc2ccccc21 (stereo unspecified)	-11	-1
COc1ccc2[nH]c3c(c2c1)CCN1C(=O)C(CC(=O)NCC24CC5CC(CC(C5)C2)C4)C[C@H](C(=O)N2CCCCC2)[C@@]31C (stereo partly specified)	41	-4
O=C(Oc1coc(CSc2ncccn2)cc1=O)c1ccccc1[N+](=O)[O-]	5	-10
CCN(CC)C(=O)Oc1ccc(Br)cc1C(=O)Nc1ccc(F)cc1F	-16	4
CN(C)S(=O)(=O)c1ccc(NC(=O)CN2CCc3ccccc32)cc1	-6	-1
CC(C)(C)c1ccc(C2(C)NC(=O)N(CC(=O)NC3CCS(=O)(=O)C3)C2=O)cc1 (stereo unspecified)	12	8
CCc1ccccc1NC(=O)CN1CCN(C(=O)CN2C(=O)NC3(CCCCC3C)C2=O)CC1 (stereo unspecified)	-15	-3

A section from the list above, as a working copy:
SMILES	H9c2 TAG inh	H9c2 TAG inh DAPI viability
COc1ccc2[nH]c3c(c2c1)CCN1C(=O)C(CC(=O)NCC24CC5CC(CC(C5)C2)C4)C[C@H](C(=O)N2CCCCC2)[C@@]31C (stereo partly specified)	41	-4
O=C(Oc1coc(CSc2ncccn2)cc1=O)c1ccccc1[N+](=O)[O-]	5	-10
CCN(CC)C(=O)Oc1ccc(Br)cc1C(=O)Nc1ccc(F)cc1F	-16	4
CN(C)S(=O)(=O)c1ccc(NC(=O)CN2CCc3ccccc32)cc1	-6	-1
CC(C)(C)c1ccc(C2(C)NC(=O)N(CC(=O)NC3CCS(=O)(=O)C3)C2=O)cc1 (stereo unspecified)	12	8
CCc1ccccc1NC(=O)CN1CCN(C(=O)CN2C(=O)NC3(CCCCC3C)C2=O)CC1 (stereo unspecified)	-15	-3

Other compounds follow:
SMILES	H9c2 TAG inh	H9c2 TAG inh DAPI viability
O=C(/C=C/c1ccccc1[N+](=O)[O-])Nc1cccnc1	12	4
CCOC(=O)C1(C(F)(F)F)N=C(c2cccnc2)OC(N2CCOCC2)=N1 (stereo unspecified)	7	-1
c1ccc(-c2cc(-c3nnco3)c3ccccc3n2)nc1	12	-10
CCCCC1=CC2=C(c3ccco3)C(=O)C(C)(OC(=O)c3ccc(OC)cc3)C(=O)C2=CN1Cc1ccccc1 (stereo unspecified)	9	-5
CC/C(=C(\c1ccccc1)c1ccc(OCCN(C)C)cc1)c1ccccc1	-7&-1	12&17
O=C(/C=C/c1ccc(Cl)cc1Cl)NCc1ccco1	-15	1
CCCCNC(=O)O[C@@H]1C[C@@H]2CCN3C(=O)CCC[C@H]([C@H]1CC)[C@H]23	-2	-4
COc1ccc(C)cc1NC(=O)CSc1nnc(COc2ccc(C)cc2)n1Cc1ccco1	3	3
Cc1ccc(CSC2=NCCN2S(=O)(=O)c2ccc(F)cc2)cc1	-7	9
O=C1c2ccccc2[C@@H]2C[C@@H](O)[C@H](Nc3ccccc3Cl)CCN12	-47	3
Cc1c(N=c2scc(-c3ccccc3)n2CCO)c(=O)n(-c2ccccc2)n1C	-16	-5
CC(C(=O)NCC1CCCCC1)N(C)Cc1ccc(Cl)cc1 (stereo unspecified)	-30	12
COc1cc(OC)cc(C(=O)NNC(=O)C2CCC2)c1	-17	16
CCN(CC)C1CCN(Cc2c(C(=O)N3CCCCCCC3)nc3ccc(Cl)cn23)C1 (stereo unspecified)	11	-1
CCCn1nc(C(=O)Nc2ccc3c(c2)OCCO3)c2ccccc2c1=O	-3	6
COc1ccc(NC(=O)c2nc[nH]c2C(=O)N(C)CCO)cc1	3	7
O=C1/C(=C/c2ccccc2[N+](=O)[O-])COc2ccccc21	54	-53
CN(c1ccc(C(=O)NCc2cccs2)cc1)S(=O)(=O)c1ccccc1	0	0
Cc1ccc(S(=O)(=O)N2[C@@H](c3ccc(Br)cc3)C(C(=O)O)=CC[C@H]2c2cccc(Cl)c2)cc1	6	-3
COc1ccc2oc(C(=O)Nc3ccc(N4CCOCC4)cc3)c(C)c2c1	-11	-2

Sorted by molar mass (falling): some entries from above
SMILES	H9c2 TAG inh	H9c2 TAG inh DAPI viability
CCN(CC)C1CCN(Cc2c(C(=O)N3CCCCCCC3)nc3ccc(Cl)cn23)C1 (stereo unspecified)	11	-1
CCCCNC(=O)O[C@@H]1C[C@@H]2CCN3C(=O)CCC[C@H]([C@H]1CC)[C@H]23	-2	-4
O=C(/C=C/c1ccc(Cl)cc1Cl)NCc1ccco1	-15	1
COc1cc(OC)cc(C(=O)NNC(=O)C2CCC2)c1	-17	16
c1ccc(-c2cc(-c3nnco3)c3ccccc3n2)nc1	12	-10

(more compounds)
SMILES	H9c2 TAG inh	H9c2 TAG inh DAPI viability
O=C(CSc1ccc(-c2ccccn2)nn1)c1ccc([N+](=O)[O-])cc1	18	-5
O=C1NC(c2ccc3ccccc3c2)Nc2ccccc21 (stereo unspecified)	-15	3
O=C(N/N=C/c1ccncc1)c1ccc(COc2cccc3cccnc23)cc1	-5	5
NNC(=O)CNC(=O)CNS(=O)(=O)c1ccccc1	-3	18
O=C(/C=C/c1ccccc1)N1CCN(c2cccc(Cl)n2)CC1	0	14
COc1cccc(NC(=S)N(CCc2c(C)[nH]c3ccccc23)Cc2ccco2)c1	-19	0
CC1=C(C(=O)OC2CCCCC2)C(c2ccc(N(C)C)cc2)NC(=O)N1 (stereo unspecified)	16	3
COc1ccc(C2C3=C(CCCC3=O)N(CC(=O)O)C3=C2C(=O)CCC3)cc1Br	5	7
O=C(NC(=S)Nc1cc([N+](=O)[O-])ccc1O)c1cccnc1	21	0
COc1ccc(NC(=O)N2CCN(C(=O)C(Cc3ccc(F)cc3)NC(C)=O)CC2)cc1 (stereo unspecified)	-6	5
CCN1C(=O)/C(=C/N(C(C)=O)c2ccccc2)N(c2ccccc2)C1=S	19	-2
Cc1onc(-c2ccccc2Cl)c1C(=O)NNC(=O)c1nn(C)cc1Cl	-2	-8
Cc1nn(-c2ccccc2)c(C)c1NC(=O)COC(=O)CC(C)c1ccccc1 (stereo unspecified)	0	-5
CC(=O)Nc1ccc(S(=O)(=O)Nc2cc(-c3ccccc3)nn2C)cc1	-1	16
N#C/C(=C/c1ccc(N2CCOCC2)o1)C(=O)Nc1ccccc1	-21	5
CC(Sc1nnc(N)s1)C(=O)NC1CCCCC1C (stereo unspecified)	-25	-2
Cc1ccc(Nc2cc(-c3ccccc3)nc3ncnn23)cc1	1	2
CC(=O)NC(CC(=O)O)c1ccc(F)cc1 (stereo unspecified)	7	-4
COc1ccc(C(=O)OCC(=O)Nc2nnc(-c3ccccc3)o2)cc1	-1	-3
CC(C)c1nc(SCC(=O)NCc2ccccc2)n[nH]1	-10	-4

Not all compounds are listed (hit frequency here may not be typical).
